EBV gp42 block: inhibitors of Epstein-Barr virus glycoprotein 42; Q1HVG2; inhibition, % (tested at 21.74 µM); Fluorescence polarization binding assay, mP read-out; hit rate 0.42% among 220,000; in the data active = inhibition above about 50%
Target sequence (Q1HVG2 whole entry, looked up): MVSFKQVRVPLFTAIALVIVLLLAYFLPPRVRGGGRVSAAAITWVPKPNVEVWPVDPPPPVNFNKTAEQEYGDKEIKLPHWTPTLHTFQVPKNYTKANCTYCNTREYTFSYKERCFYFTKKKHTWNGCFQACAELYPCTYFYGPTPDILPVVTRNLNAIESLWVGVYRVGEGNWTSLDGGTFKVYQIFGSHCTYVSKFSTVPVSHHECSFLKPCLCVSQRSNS
TbHK1 inh: blocks Trypanosoma brucei hexokinase 1 activity; AID 1430; recombinant TbHK1, G6PDH-coupled NADH A340; hit rate 0.11% among 220,000; inhibition, % at 10 µM;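 active = inhibition of 50% or more in the single-dose primary screen; inactive = inhibition below 50%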
Runt-SMMHC FRET: Runt domain-CBFb-SMMHC interaction inhibition | AID 1434 | hit rate 0.74% among 220,000 | Q01196+Q13951 | inhibition, % at 20 µM | Cerulean-Runt/Venus-CBFb-SMMHC FRET ratio 530/480, 1 h;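 active = mean inhibition across duplicate retests at 20 µM reaching about 50%, limit read from the data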;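 also: 0% = DMSO wells and 100% = wells with excess untagged CBFb-SMMHC; inhibitors lower the FRET ratio by blocking Runt binding to CBFb-SMMHC; some results filed as inactive read as strong as hits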
RBBP9 inh: blocks human serine hydrolase RBBP9; recombinant RBBP9, FP-Rh probe fluorescence polarization; inhibition, % at 7.94 µM; hit rate 0.2% among 220,000;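 active = inhibition above the campaign mean of all tested compounds plus 3 SD, cut at about 14% in these data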;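 also: plate controls were DMSO wells with RBBP9 for no effect and wells lacking RBBP9 protein for full effect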
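System: RBBP9 protein / Quantity: 2.5 µM RBBP9 dispensing solution, before mixing / Also added: Serine-hydrolase probe FP-Rh, 375 nM pre-mixing / Dosing: 7.94 µM single dose, 0.794% DMSO / Timing: enzyme-compound preincubation 30 min, then probe labeling 45 min, 25 °C / Signal: FP readout at 525/598 nm / Controls: DMSO-treated enzyme wells and wells lacking RBBP9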
Runt-CBFb FRET: inhibitors of human RUNX1 Runt domain binding to CBFb; Q01196+Q13951; Cerulean-Runt/Venus-CBFb FRET ratio 530/480, 1 h; inhibition, % at 20 µM; hit rate 0.46% among 220,000; AID 1496;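 active = inhibition over about 50% at 20 µM in the single-dose screen, limit read from the data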;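 also: 0% = DMSO wells and 100% = excess unlabeled CBFb competitor control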
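Assay system: Cerulean-tagged RUNX1 Runt domain (FRET donor) fusion protein / Amount: 100 nM each of Venus-CBFb and Cerulean-Runt domain / Medium: Tris buffer pH 7.5 with salts and BSA / Also added: Venus-CBFb 100 nM / Schedule: 1 h complex formation plus 1 h compound treatment, room temperature / Signal: FRET fluorescence / Read-out: loss of energy transfer signal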
NCF1 inh: inhibitors of human p47phox binding; p47phox/p22phox peptide binding, fluorescence polarization, 2 h; hit rate 0.53% among 220,000; P14598; AID 1274; inhibition, % at 24.7 µM;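 active = inhibition above about 30%, limit read from the data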;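 also: 0% = p47phox with labelled peptide and 100% = labelled peptide alone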
Target sequence (P14598 whole entry, looked up): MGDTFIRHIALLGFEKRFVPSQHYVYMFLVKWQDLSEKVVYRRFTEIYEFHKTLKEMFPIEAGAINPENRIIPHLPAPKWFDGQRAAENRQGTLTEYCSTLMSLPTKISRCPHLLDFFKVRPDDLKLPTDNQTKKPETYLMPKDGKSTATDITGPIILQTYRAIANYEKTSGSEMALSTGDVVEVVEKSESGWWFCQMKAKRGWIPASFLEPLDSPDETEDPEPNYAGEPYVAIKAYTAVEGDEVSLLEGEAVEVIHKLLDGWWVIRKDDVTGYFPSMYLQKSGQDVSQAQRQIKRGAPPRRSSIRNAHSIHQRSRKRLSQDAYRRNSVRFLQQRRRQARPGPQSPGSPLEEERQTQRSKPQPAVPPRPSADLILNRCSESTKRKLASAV
m-calpain inh: blocks pig calpain II enzyme activity | hit rate 0.37% among 220,000 | inhibition, % at 16 µM | AID 1236 | purified calpain II, fluorogenic peptide substrate, 30 min;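 active = inhibition above about 50%, limit read from the data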
Furin inh: inhibitors of human furin; P09958; purified furin, fluorogenic substrate cleavage; inhibition, % at 30 µM; hit rate 0.061% among 220,000; AID 463115; in the data active = inhibition above about 25%; also: inactives centre near -15
p97 inhibitor: blocks human p97 ATPase activity; P55072; inhibition, % at 8 µM; AID 1481; hit rate 0.42% among 220,000; recombinant p97 ATPase, Kinase-Glo ATP luminescence, 3 h; in the data active = inhibition above about 15%;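 also: 0% = DMSO vehicle and 100% = wells lacking enzyme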
* = called active by the depositor; / = no result given; [ ] = another dose, or the depositor's remark. Outcome played no part in choosing rows; any-hit rate near 2.7%.

The line under a structure holds: EBV gp42 block, TbHK1 inh, Runt-SMMHC FRET, RBBP9 inh, Runt-CBFb FRET, NCF1 inh, m-calpain inh, Furin inh, p97 inhibitor
1: COc1ccccc1CNC(=O)c1cn(C)c2ccc(S(=O)(=O)N3CCCC3)cc2c1=O
  -9, -5, -1, 6, 1, 1, 2, -23, 2
2: Clc1cc(Br)ccc1OCCCNCc1ccccc1
  10, 23, 1, 0, -2, -14, 14, -12, -4
3: COc1cc(/C=C/C(=O)OCC(=O)c2c(N)n(C)c(=O)n(C)c2=O)ccc1OCC#N
  -7, -14, -2, 1, 1, 7, -96, -30, -3
4: Cc1ccccc1NC(=O)c1ccc(CN2CCC(Cc3ccccc3)CC2)cc1
  -31, 17, -1, -2, 0, -3, 1, -7, -9
5: CCCSc1nc2c(cnn2-c2ccccc2)c(=O)n1N
  -12, 6, 0, 2, 3, -10, 21, -22, -6
6: O=C(NCc1ccccc1)c1ccccc1CO
  -15, -1, -4, -6, -3, -1, -8, -23, 4
7: COc1ccc(S(=O)(=O)N2CCOC2CNC(=O)C(=O)NCc2ccco2)cc1OC (centres undefined)
  7, -10, -2, -2, 1, 1, -20, -12, -5
8: Cc1ccccc1/C=N/Nc1ccc(Cl)nn1
  0, -6, 0, -4, 0, -6, -23, -31, 0
9: COc1ccc(NC(=O)c2ccccc2-c2ccccc2)c(C)c1
  8, 2, -3, -3, -1, -9, 9, -20, -4
10: Cc1cc(C)nc(NS(=O)(=O)c2ccc(NC(=O)c3cccs3)cc2)n1
  -9, -12, 1, 3, 1, -6, 7, -12[20 µM], 1
11: COc1ccc(S(=O)(=O)N(C)CC(=O)N2CCN(C)CC2)cc1C
  -16, 6, -7, -7, -1, 1, 15, -21[20 µM], 5
12: CC1CCCCC1NC(=O)CSc1nncs1 (centres undefined)
  -4, 1, 2, -1, 1, -2, -1, -10, 2
13: CCCn1nnnc1SCC(=O)Nc1ccc(F)cc1
  -10, 4, -3, -1, -1, -11, -15, -19, 3
14: Cc1ccc(NC(=O)CSc2ccc(C(N)=O)cc2[N+](=O)[O-])cc1C
  -14, 0, -5, 5, -2, 5, -22, -28, 0
15: Cc1ccc2cc(CN(Cc3cccs3)C(=O)c3ccco3)c3nnnn3c2c1C
  -14, -9, -7, -5, 2, -10, -18, -14, 0
16: COc1ccccc1-n1cnc(N)c1C(C)=O
  -6, -4, 3, -6, -2, -7, -14, -15[20 µM], 7
17: CCn1c(SCC(=O)NCc2ccccc2)nnc1-c1c[nH]c2ccccc12
  0, 1, 2, -10, 1, -8, 18, -15[20 µM], -4
18: CC(C)(C)S(=O)(=O)c1cnc2c(S(=O)(=O)c3ccccc3)cnn2c1N
  1, -2, 0, -10, 1, 2, 19, -4, 4
19: CCOC(=O)CCn1c(=S)n(CCC(=O)OCC)c2ccccc21
  -8, -8, 4, -3, 0, -13, -9, -19, -2
20: COc1ccc(Br)cc1C(=O)NCc1cccnc1
  -14, 0, -6, 6, 0, -3, 21, -9[20 µM], 3

Further entries.
item	canonical_smiles	EBV gp42 block	TbHK1 inh	Runt-SMMHC FRET	RBBP9 inh	Runt-CBFb FRET	NCF1 inh	m-calpain inh	Furin inh	p97 inhibitor
21	Cc1ccc(-c2nnn(CC(=O)NCCC3=CCCCC3)n2)cc1	-9	0	3	0	-4	-6	8	-7[20 µM]	0
22	Cc1cccc2c(=O)c(C(=O)NCc3cccs3)c[nH]c12	/	5	/	5	/	/	/	-12[20 µM]	-2
23	Oc1c(C(c2cccc(F)c2)N2CCN(Cc3ccccc3)CC2)sc2ncnn12 (centres undefined)	-11	-5	-3	-5	/	-9	6	-15	-1
24	CN1CCN(C(=O)c2ccccc2NC(=O)c2cccs2)CC1	-14	-1	-2	-3	-2	-5	-22	-20	-4
25	COc1cccc(/C=N/NC(=O)CC(=O)NCCc2ccccc2)c1OC	-4	-4	-4	-5	-2	-2	-87	-22	4
26	Cc1cc(CNC(=O)[C@H]2C[C@@H]2[C@H](NP(=O)(c2ccccc2)c2ccccc2)c2ccccc2)nn1C	-9	-5	0	-2	-5	-1	-5	-15	4
27	CCn1nc(C)c(NC(=O)Nc2cccc(Cl)c2Cl)c1C	7	-3	0	-5	1	-2	-24	-18	1
28	CCNC(=O)COC(=O)c1ccc(-c2nc3ccccc3s2)s1	-2	-17	3	-17	1	-10	-205	-16	-12
29	Cc1cc(N)n2ncc(-c3cccc(Br)c3)c2n1	-3	-14	2	1	-4	-26	-27	-14	4
30	Cc1ccc(Sc2ccc([N+](=O)[O-])cc2[N+](=O)[O-])nc1	-8	-20	1	-6	-2	-6	33	4	0

Gathered by group, those above containing four or more nitrogen atoms (13)
item	canonical_smiles	EBV gp42 block	TbHK1 inh	Runt-SMMHC FRET	RBBP9 inh	Runt-CBFb FRET	NCF1 inh	m-calpain inh	Furin inh	p97 inhibitor
3	COc1cc(/C=C/C(=O)OCC(=O)c2c(N)n(C)c(=O)n(C)c2=O)ccc1OCC#N	-7	-14	-2	1	1	7	-96	-30	-3
5	CCCSc1nc2c(cnn2-c2ccccc2)c(=O)n1N	-12	6	0	2	3	-10	21	-22	-6
8	Cc1ccccc1/C=N/Nc1ccc(Cl)nn1	0	-6	0	-4	0	-6	-23	-31	0
10	Cc1cc(C)nc(NS(=O)(=O)c2ccc(NC(=O)c3cccs3)cc2)n1	-9	-12	1	3	1	-6	7	-12[20 µM]	1
13	CCCn1nnnc1SCC(=O)Nc1ccc(F)cc1	-10	4	-3	-1	-1	-11	-15	-19	3
15	Cc1ccc2cc(CN(Cc3cccs3)C(=O)c3ccco3)c3nnnn3c2c1C	-14	-9	-7	-5	2	-10	-18	-14	0
17	CCn1c(SCC(=O)NCc2ccccc2)nnc1-c1c[nH]c2ccccc12	0	1	2	-10	1	-8	18	-15[20 µM]	-4
18	CC(C)(C)S(=O)(=O)c1cnc2c(S(=O)(=O)c3ccccc3)cnn2c1N	1	-2	0	-10	1	2	19	-4	4
21	Cc1ccc(-c2nnn(CC(=O)NCCC3=CCCCC3)n2)cc1	-9	0	3	0	-4	-6	8	-7[20 µM]	0
23	Oc1c(C(c2cccc(F)c2)N2CCN(Cc3ccccc3)CC2)sc2ncnn12 (centres undefined)	-11	-5	-3	-5	/	-9	6	-15	-1
26	Cc1cc(CNC(=O)[C@H]2C[C@@H]2[C@H](NP(=O)(c2ccccc2)c2ccccc2)c2ccccc2)nn1C	-9	-5	0	-2	-5	-1	-5	-15	4
27	CCn1nc(C)c(NC(=O)Nc2cccc(Cl)c2Cl)c1C	7	-3	0	-5	1	-2	-24	-18	1
29	Cc1cc(N)n2ncc(-c3cccc(Br)c3)c2n1	-3	-14	2	1	-4	-26	-27	-14	4

Limited to NCF1 inh, Furin inh and EBV gp42 block (two entries from above):
# | mol | NCF1 inh | Furin inh | EBV gp42 block
7 | COc1ccc(S(=O)(=O)N2CCOC2CNC(=O)C(=O)NCc2ccco2)cc1OC (centres undefined) | 1 | -12 | 7
8 | Cc1ccccc1/C=N/Nc1ccc(Cl)nn1 | -6 | -31 | 0
